EPAC1 ag – activates human EPAC1 exchange factor; O95398; EPAC1 agonist qHTS, biochemical assay; response scale: 100% = response to 6.5 mM cAMP; Potency, µM (top dose mostly 154 µM), for the others: at the top dose activation, hits mostly activators; actives 0.073% (n = 360,000); AID 720707; also: nearly all actives have a fitted effect of over 60% in size
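Normalized to 6.5 mM cAMP, activity reflects EPAC1-catalysed release of BODIPY-GDP from Rap1B, followed kinetically over 30 min at 480 nm excitation, 540 nm emission. Reaction contained 100 nM EPAC1, 250 nM Rap1B-BODIPY-GDP, 50 uM GDP.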
TDP43 rescue – rescues yeast growth from TDP-43 toxicity; TDP-43 expressing yeast growth rescue, BacTiter-Glo, 24 h; Potency, µM (series often up to 46.1 µM), without a hit: at the top dose growth rescue (activation), most hits filed as activators; actives 1.8% (n = 410,000); AID 652104; also: % of control where 0% means no effect; nearly all actives have a fitted effect of over 50% in size
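Yeast expressing TDP-43 (pregrown in raffinose, seeded at OD600=0.02 in galactose medium) exposed to compounds 24 hr at 30 deg C. Growth read by BacTiter-Glo luminescence; rescue of toxicity appears as increased signal.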
FUS yeast rescue – suppressors of FUS proteinopathy in yeast; actives 0.24% (n = 390,000); AID 1347120; Potency, µM (series often up to 76.6 µM), for the others: at the highest dose growth rescue (activation), most hits filed as activators; S. cerevisiae FUS-expressing, growth rescue, OD600, 24 h;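 also: plate controls were DMSO vehicle for no effect and reference control for full effect; nearly all actives have a fitted effect of over 55% in size; some results filed as inactive show a strong effect at the top dose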
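Yeast FUS proteinopathy model; galactose-induced FUS (2%), starting OD 0.005. Cpds in dilution series, 24hr, 30C, 99% humidity. Abs 600 nm growth. Pos ctrl CP55940 (top 92uM final); neg ctrl DMSO.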
aSyn yeast inh – alpha-synuclein toxicity inhibition in yeast; Yeast expressing alpha-synuclein, growth rescue, BacTiter-Glo, 24 h; Potency, µM (highest dose often 46.1 µM), for inactives: top-dose growth rescue (activation), hits mostly activators; actives 0.14% (n = 370,000); AID 652106; also: % of control where 0% means no effect; nearly all actives have a fitted effect of over 65% in size
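Galactose-induced alpha-syn yeast (OD600=0.02, raffinose-pregrown) + pinned cpd, 24 hr, 30 deg C; growth by BacTiter-Glo luminescence. Growth restoration scores as activation.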
EPAC2 ag – agonists of human EPAC2 (RAPGEF4). EPAC2 activation, biochemical qHTS; response scale: 100% = 6.5 mM cAMP response. Potency, µM (doses to about 154 µM), without a hit: top-dose activation, usual class: activators. actives 0.079% (n = 360,000); also: nearly all actives have a fitted effect of over 50% in size
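Nucleotide exchange monitored as fluorescence drop when BODIPY-GDP leaves Rap1B. Reaction: 100 nM EPAC2, 250 nM RAP1B-BODIPY-GDP, 50 uM GDP, room temperature, kinetic read over 30 min. Activity expressed relative to 6.5 mM cAMP.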
EPAC2 antagonist – blocks human EPAC2 exchange factor; Q8WZA2; EPAC2 GEF exchange of Rap1B-BODIPY-GDP, fluorescence; Potency, µM (doses to about 114 µM), inactives show at the highest dose activity, negative = inhibition, actives largely listed as inhibitors; actives 0.18% (n = 360,000); AID 720708; also: % is scaled to controls: 0 for no effect and ±100 for the full control effect; nearly all actives have a fitted effect of over 45% in size; many of its hits are not listed in these tables
PTHR1 agonist – PTHR1 (human) receptor agonism; Q03431; HEK293 GP2 PTHR1 cells, GloSensor cAMP luminescence, 1 h; Potency, µM (top dose mostly 115 µM), without a hit: top-dose activation, actives largely listed as activators; actives 0.075% (n = 410,000); also: nearly all actives have a fitted effect of over 55% in size; some results filed as inactive show a strong effect at the top dose; inactives centre near -15; many of its hits are not listed in these tables
Target sequence (Q03431 whole entry, looked up): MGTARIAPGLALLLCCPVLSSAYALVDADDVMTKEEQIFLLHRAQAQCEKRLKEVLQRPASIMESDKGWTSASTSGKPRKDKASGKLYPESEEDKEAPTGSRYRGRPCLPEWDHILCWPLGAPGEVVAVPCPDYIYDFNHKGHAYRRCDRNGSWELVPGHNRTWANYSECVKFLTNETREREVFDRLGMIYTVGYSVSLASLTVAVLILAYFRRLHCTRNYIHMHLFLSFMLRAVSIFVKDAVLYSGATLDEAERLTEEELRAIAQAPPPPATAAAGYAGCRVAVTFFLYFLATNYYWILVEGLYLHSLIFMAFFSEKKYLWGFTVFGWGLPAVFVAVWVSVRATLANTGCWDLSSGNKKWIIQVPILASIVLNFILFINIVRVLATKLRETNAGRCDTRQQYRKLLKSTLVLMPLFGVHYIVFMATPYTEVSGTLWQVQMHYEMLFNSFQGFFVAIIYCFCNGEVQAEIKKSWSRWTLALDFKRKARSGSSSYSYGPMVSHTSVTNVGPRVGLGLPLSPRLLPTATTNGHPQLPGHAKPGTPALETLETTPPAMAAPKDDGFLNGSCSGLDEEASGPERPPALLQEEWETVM
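HEK-293-derived GP2 cells expressing PTHR1 and a GloSensor cAMP reporter, 3,000/well, plated overnight, given luciferin plus IBMX (each 0.5 mM as added) for 1 h at 37 °C, then compound for 1 h at 37 °C. Luminescence was read after 15 min at room temperature.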
EPAC1 antagonist – blocks human EPAC1 exchange factor; AID 720709; Potency, µM (highest dose often 115 µM), for inactives: at the top dose activity change, negative = inhibition, usual class: inhibitors; O95398; EPAC1 GEF assay, Rap1b-BODIPY-GDP exchange fluorescence; actives 0.14% (n = 360,000);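 also: plate controls were vehicle for no effect and positive control for full effect; nearly all actives have a fitted effect of over 50% in size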
An asterisk follows results filed as active; i = inactive; ? = inconclusive; . = not tested or not shown; & = joins results of further samples; [ ] = remark or other dose. Calls follow the shape of the dose curve; as a rule, active = well fitted curve in the direction sought with a large enough effect; inconclusive = small, poorly fitted or top-dose-only effect, or another doubt; inactive = no such curve, though single readings can be large; an effect the other way counts as inactive or inconclusive. Potency is read from the fitted curve at half-maximal effect. The list is partial, so the mix of outcomes need not match the whole.

(1) O=C(C(=O)N1CCC2(CC1)OCCO2)c1c[nH]c2ccccc12
(2) Cc1[nH]c2c(Cl)cccc2c1CCN
(3) COc1ccc2[nH]c(C)c(CCNCc3cc(OC)c(OC)c(OC)c3)c2c1
(4) O=P1(c2ccccc2)CC=CC1
(5) O=C1CCC2(O)C3Cc4ccc(O)c5c4C2(CCN3Cc2ccoc2)C1O5 (configuration not stated)
(6) Clc1ccc(N2CCNCC2)nn1
compound no.	1	2	3	4	5	6
EPAC1 ag	9%	4%	17%	0%	-11%	-1%
TDP43 rescue	-6%	-3%	-2%[9.22 µM]	22%	19%	1%
FUS yeast rescue	-12%	14%	9%	-13%	-29%	-3%
aSyn yeast inh	-2%	-1%	0%	0%	0%	-7%
EPAC2 ag	4%	0%	-1%	6%	10%	0%
EPAC2 antagonist	-6%	2%	5%	6%	4%	2%
PTHR1 agonist	-3%	i	-5%	i	i	-23%
EPAC1 antagonist	-10%	-13%	-11%	-3%	-5%	-1%

(7) Cc1cccc(C)c1NC(=O)CN(C)CC(=O)Nc1ccc(C#N)c(Cl)c1
(8) Cc1ccc(N(C)C(=O)Oc2cccc3ccc(C)nc23)cc1
(9) CN(C)c1ccc(-[n+]2c(-c3ccccc3)cc(-c3ccccc3)cc2-c2ccccc2)cc1
(10) O=C(NCc1ccccc1)c1cccn(Cc2cccc(Cl)c2)c1=O
(11) COc1ccccc1-n1c(-c2ccccc2)nc2ccccc2c1=O
(12) COC(=O)C1=C(c2ccc(C(C)=O)cc2)C[C@@H]2CC[C@H]1N2C(=O)NCCOc1ccccc1Cl
compound no.	7	8	9	10	11	12
EPAC1 ag	-1%	4%	-4%	-2%	-7%	-7%
TDP43 rescue	-24%	-14%	2%	?	-21%	24%
FUS yeast rescue	3%	11%	13%	20%	6%	26%
aSyn yeast inh	1%	12%	-34%[inhibitor]	10%	1%	2%
EPAC2 ag	-5%	11%	-3%	15%	10%	9%
EPAC2 antagonist	8%	-5%	3%	-13%	-12%	-29%
PTHR1 agonist	i	i	-39%[inhibitor]	-22%	i	i
EPAC1 antagonist	-2%	-5%	5%	-18%	-9%	0%

(13) CCC1CN(C)CCC1(OC(C)=O)c1ccccc1 (configuration not stated)
(14) CC(=O)[C@H]1CC[C@H]2[C@@H]3CCC4=CC(=O)CC[C@]4(C)[C@H]3CC[C@]12C
(15) c1ccc2c(CN3CCCCC3)c[nH]c2c1
(16) CN(C)c1cccc(CN2CCN(c3ccccc3)CC2)c1
(17) Cc1nn(-c2ccccc2)c(Cl)c1/C=C(/CC(=O)O)c1nc2ccccc2s1
(18) Cc1c(CCN)ccc2c1[nH]c1ccccc12
compound no.	13	14	15	16	17	18
EPAC1 ag	1%	-8%&-15%	-2%	-4%	0%	-3%
TDP43 rescue	-7%	35µM*	9%	22%	-93%[inhibitor]	-5%
FUS yeast rescue	27%	-28%&-4%	-19%	9%	32%	-13%
aSyn yeast inh	-4%	11%&7%&4%	1%	2%	-28%	-6%
EPAC2 ag	4%	?	-2%	7%	0%	11%
EPAC2 antagonist	2%	-19%&3%	5%	5%	3%	-5%
PTHR1 agonist	i	-60%&-30%[inhibitor]	i	-53%[inhibitor]	i	-15%
EPAC1 antagonist	-2%	-2%&4%	7%	-8%	-18%	-5%

Next part; it opens with the three that closed the last part.
(16) CN(C)c1cccc(CN2CCN(c3ccccc3)CC2)c1
(17) Cc1nn(-c2ccccc2)c(Cl)c1/C=C(/CC(=O)O)c1nc2ccccc2s1
(18) Cc1c(CCN)ccc2c1[nH]c1ccccc12
(19) CC(C)CCC1(CN2CCCC2=O)C(=O)NC(=O)NC1=O
(20) CC/C(=N\NC(=O)c1ccccc1)c1c(O)n(C2CCCCC2)c(=O)[nH]c1=O
(21) CCN(CC)CC(=O)Nc1ccc(Cl)cc1C(=O)c1ccccc1
(22) Cc1cc(C(=O)N2CCC3(CC2)OCCO3)cs1
(23) O=C1NC(=S)NC(=O)C1C/C=C/c1ccccc1
(24) CC1CC(C)OP(=O)(OCCC#N)O1 (configuration not stated)
compound no.	16	17	18	19	20	21	22	23	24
EPAC1 ag	-4%	0%	-3%	2%	0%	6%	3%	8%	9%
TDP43 rescue	22%	-93%[inhibitor]	-5%	-1%	?	16%	-21%	-16%	0%
FUS yeast rescue	9%	32%	-13%	-7%	7%	-1%	11%	22%	.
aSyn yeast inh	2%	-28%	-6%	2%	-11%	-1%	-8%	5%	-3%
EPAC2 ag	7%	0%	11%	10%	5%	6%	8%	12%	6%
EPAC2 antagonist	5%	3%	-5%	6%	-11%	-27%	3%	5%	0%
PTHR1 agonist	-53%[inhibitor]	i	-15%	3%[57.5 µM]	-40%[inhibitor]	i	-11%[57.5 µM]	i	-21%
EPAC1 antagonist	-8%	-18%	-5%	-7%	-17%	-14%	-1%	5%	2%

(25) COc1ccc(C(=O)CC(c2ccc3c(c2)OCO3)c2c(O)c3ccccc3oc2=O)cc1OC (configuration not stated)
(26) CN(C)C(=O)Oc1ccc(C(=O)c2ccccc2)cc1
(27) O=C(Nc1ccccc1)OC1CN=C(N[N+](=O)[O-])NC1 (configuration not stated)
(28) CCc1ccccc1N1C(=O)CC(=O)NC1=O
(29) O=C1NC(c2cc3ccccc3nc2Cl)Nc2ccccc21 (configuration not stated)
(30) O=c1c2ccccc2nc(-c2ccco2)n1-c1ccccc1
compound no.	25	26	27	28	29	30
EPAC1 ag	2%	10%	-10%	4%	-4%	-5%
TDP43 rescue	3%	?	-10%	-10%	5%	19%
FUS yeast rescue	?	-12%	6%	14%	-13%	-7%
aSyn yeast inh	-7%	-9%	5%	-10%	-1%	-15%
EPAC2 ag	8%	9%	2%	-5%	9%	2%
EPAC2 antagonist	-12%	-8%	2%	7%	2%	9%
PTHR1 agonist	-3%	-15%[57.5 µM]	i	i	-16%	i
EPAC1 antagonist	-15%	4%	3%	-10%	12%	-1%

(31) COC(=O)c1c(C)n(Cc2ccco2)c2ccc(O)cc12
(32) CC1(C)CSC(Nc2ccc(F)c(Cl)c2)=N1
(33) CN=C(SCc1cc2c(cc1Cl)OCO2)c1c(O)n(C)c(=O)n(C)c1=O
(34) O=C(c1cccs1)c1cn(Cc2ccccc2Cl)c2ccccc12
(35) O=C1NCN(c2ccccc2)C12CCN(C(c1cccc3ccccc13)c1nnnn1C1CCCCC1)CC2 (configuration not stated)
(36) CC12CN3CCN(C1)CC(C)(C3)C2=NO
compound no.	31	32	33	34	35	36
EPAC1 ag	2%	-1%	4%	-2%	-12%	5%
TDP43 rescue	-4%	-1%	-44%[inhibitor]	?	8%	-2%
FUS yeast rescue	3%	-3%	8%	12%	8%	-35%
aSyn yeast inh	0%	1%	10%	0%	0%	-13%
EPAC2 ag	-1%	-11%	3%	8%	1%	3%
EPAC2 antagonist	12%	4%	-2%	1%[57.1 µM]	0%	-1%
PTHR1 agonist	i	-26%	-59%	9%[57.5 µM]	-14%	i
EPAC1 antagonist	10%	-4%	2%	-5%	2%	5%

(37) COc1ccccc1N1CCN(Cc2cnc(-c3ccccc3)[nH]2)CC1
(38) O=C(CCNC(=O)N1C[C@H]2C[C@@H](C1)c1cccc(=O)n1C2)Nc1ccc(F)cc1
(39) CCN(C=C1CC2C3CC=C4CC(O)CCC4(C)C3CCC2(C)C1=O)CC (configuration not stated)
(40) COC(=O)C1=C(c2ccc(-c3ccccc3)c(F)c2)C[C@@H]2CC[C@H]1N2C(=O)NCCc1ccccc1
(41) COc1cc2c3c(c1OC)Oc1ccc(cc1)C[C@H]1c4c(cc(OC)c(OC)c4Oc4ccc(cc4)C[C@@H]3N(C)CC2)CCN1C
(42) c1ccc(CCNCc2ccccc2)cc1
compound no.	37	38	39	40	41	42
EPAC1 ag	9%	-9%	-1%	8%	-6%	-7%
TDP43 rescue	-13%	5%	-20%	?	1%	23%
FUS yeast rescue	8%	-21%	6%	?	17%	.
aSyn yeast inh	0%	11%	-18%	16%	1%	2%
EPAC2 ag	11%	-9%	3%	11%	-3%	4%
EPAC2 antagonist	1%	20%	-7%	-3%	4%	3%
PTHR1 agonist	i	-17%	i	-8%	-8%	i
EPAC1 antagonist	0%	5%	-21%	0%	-3%	4%

Retrieved by structure from above, 3 records:
(40) COC(=O)C1=C(c2ccc(-c3ccccc3)c(F)c2)C[C@@H]2CC[C@H]1N2C(=O)NCCc1ccccc1
(39) CCN(C=C1CC2C3CC=C4CC(O)CCC4(C)C3CCC2(C)C1=O)CC (configuration not stated)
(38) O=C(CCNC(=O)N1C[C@H]2C[C@@H](C1)c1cccc(=O)n1C2)Nc1ccc(F)cc1
compound no.	40	39	38
EPAC1 ag	8%	-1%	-9%
TDP43 rescue	?	-20%	5%
FUS yeast rescue	?	6%	-21%
aSyn yeast inh	16%	-18%	11%
EPAC2 ag	11%	3%	-9%
EPAC2 antagonist	-3%	-7%	20%
PTHR1 agonist	-8%	i	-17%
EPAC1 antagonist	0%	-21%	5%

Later entries.
(43) C[C@]12CCC(=O)C(O)=C1CC[C@@H]1[C@@H]2CC[C@]2(C)C(=O)CC[C@@H]12
(44) Fc1ccc2c(c1)nnn2C1CCN(Cc2ccccc2)CC1
(45) CCCCOCCCn1c(N)c(C(=O)OC(C)COC)c2nc3ccccc3nc21 (configuration not stated)
(46) Cc1[nH]c2ccc(OC(F)(F)F)cc2c1CCNCc1ccc(Cl)cc1
(47) CCN(CC)C(=O)c1ccc(NC(=O)c2ccc3c(c2)NC(=O)CS3)cc1
(48) Cc1nc2cc([N+](=O)[O-])ccc2c(=O)n1-c1ccc(Br)cc1
compound no.	43	44	45	46	47	48
EPAC1 ag	-3%	-1%	-1%	4%	3%	-2%
TDP43 rescue	13µM*	-8%	1%	-17%	1%	-1%
FUS yeast rescue	-7%	16%	24%	15%	.	-6%
aSyn yeast inh	3%&0%	0%	-1%	-6%	3%	-1%
EPAC2 ag	4%	5%	1%	13%	-1%	4%
EPAC2 antagonist	-16%	8%	7%	-7%	0%	4%
PTHR1 agonist	-6%	i	i	-22%	-1%	i
EPAC1 antagonist	6%	7%	19%	-6%	0%	0%
